Screening data (PubChem)
APOBEC3A inh = inhibitors of human APOBEC3A DNA deaminase; P31941; recombinant A3A, FAM/TAMRA ssDNA deamination fluorescence; inhibition, % at 20 µM; 330,000 tested, 0.41% active; AID 493011;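 active = at least 40% inhibition at 20 µM here, with at most 30% in a related deaminase screen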;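 note: plate controls were A3A with DMSO for no effect and wells lacking A3A enzyme for full effect; some results filed as inactive read as strong as hits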
Target sequence (P31941 whole entry, looked up): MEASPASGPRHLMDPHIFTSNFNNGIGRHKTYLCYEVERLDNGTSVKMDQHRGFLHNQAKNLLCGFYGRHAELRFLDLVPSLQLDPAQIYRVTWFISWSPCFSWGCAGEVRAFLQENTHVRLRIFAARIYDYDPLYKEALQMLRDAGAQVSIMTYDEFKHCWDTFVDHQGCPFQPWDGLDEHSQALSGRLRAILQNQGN
A3G deaminase = APOBEC3G (human) deaminase inhibition | 330,000 tested, 0.28% active | recombinant A3G, ssDNA deamination FAM/TAMRA fluorescence | AID 493012 | inhibition, % at 20 µM | Q9HC16;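 active = inhibition of at least 40% at 20 µM, with no more than 30% in the related APOBEC3A deaminase screen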;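 note: plate controls were DMSO wells with A3G for no effect and wells lacking A3G enzyme for full effect; some compounds called inactive have numbers as strong as hits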
Target sequence (Q9HC16 whole entry, looked up): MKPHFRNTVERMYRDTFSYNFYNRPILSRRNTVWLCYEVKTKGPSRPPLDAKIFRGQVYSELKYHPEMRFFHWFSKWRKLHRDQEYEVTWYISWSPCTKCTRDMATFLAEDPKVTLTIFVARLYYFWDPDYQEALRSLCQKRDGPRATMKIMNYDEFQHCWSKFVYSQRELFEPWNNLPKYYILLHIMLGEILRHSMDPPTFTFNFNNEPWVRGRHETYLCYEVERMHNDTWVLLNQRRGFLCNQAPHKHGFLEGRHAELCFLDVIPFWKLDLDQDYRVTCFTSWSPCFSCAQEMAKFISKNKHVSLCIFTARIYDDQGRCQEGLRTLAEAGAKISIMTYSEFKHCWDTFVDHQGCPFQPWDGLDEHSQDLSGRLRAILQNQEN
beta cell repl = inducers of beta-cell replication in MIN6 cells; MIN6 cells proliferation, ATPlite luminescence, 48 h; cells starved in 0.2% serum; 100% = growth in 10% serum; AID 2380; 330,000 tested, 0.29% active; proliferation, % at 10 µM;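 active = compounds whose signal lies at least 3.5 SD above the mean of all wells on their plate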;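 note: 0% = DMSO-treated cells in low-serum medium and 100% = 10% serum control; some compounds called inactive have numbers as strong as hits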
mIAP inh = blocks mouse intestinal alkaline phosphatase; 330,000 tested, 0.2% active; AID 2806; inhibition, % at 10 µM; purified mouse IAP, CDP-Star luminescence, 30 min;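 active = inhibition of at least 40% at 10 µM in the primary screen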;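 note: plate controls were DMSO with enzyme for no effect and no enzyme wells for full effect; values of inactives mirror those of a sister screen read the other way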
hIAP block = blocks human intestinal alkaline phosphatase | purified IAP, CDP-Star luminescence, 30 min | inhibition, % at 10 µM | 330,000 tested, 0.12% active;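 active = inhibition reaching a set limit with compound at 10 µM in the primary screen, cut at about 35% in these data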;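 note: plate controls were DMSO wells with enzyme for no effect and no-enzyme buffer wells for full effect; values of inactives mirror those of a sister screen read the other way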
NALP3 yeast inh = inhibitors of NALP3 inflammasome in yeast; Yeast reconstituted NLRP3/ASC/caspase-1, beta-gal luminescence, 24 h; inhibition, % at 10 µM; 330,000 tested, 0.39% active;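 active = inhibition of 50% or more; inactive = inhibition below 50%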;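 note: plate controls were induced DMSO wells for no effect and uninduced yeast grown without galactose for full effect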
SENP1 FRET inh = inhibitors of human SENP1 SUMO protease catalytic domain | Q9P0U3 | recombinant SENP1 catalytic domain, CyPet-SUMO1-YPet FRET cleavage | inhibition, % at 10 µM | 360,000 tested, 0.21% active | AID 624204;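 active = inhibition at least 30% at 10 µM, raw YFP signal under a set limit, fluorescence ratio 0.5 to 1.5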;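 note: 0% = enzyme with DMSO and 100% = no enzyme wells; some results filed as inactive read as strong as hits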
Target sequence (Q9P0U3 419-644 limits assumed): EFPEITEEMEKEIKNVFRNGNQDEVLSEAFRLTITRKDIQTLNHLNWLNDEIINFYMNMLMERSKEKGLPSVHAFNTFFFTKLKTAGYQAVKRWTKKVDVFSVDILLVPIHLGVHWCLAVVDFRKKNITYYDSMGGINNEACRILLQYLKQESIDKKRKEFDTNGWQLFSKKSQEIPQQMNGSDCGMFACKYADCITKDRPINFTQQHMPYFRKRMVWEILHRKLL
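Assay system – human recombinant His6-tagged SENP1 catalytic domain enzyme · Input – SENP1 enzyme, 20 pM final · Buffer or medium – Tris pH 8 buffer plus EDTA, NaCl, BME, BSA, NP40, catalase · Schedule – 50 min reaction at room temperature · Technique – FRET read of cyan and yellow fluorescence · Control set – no-enzyme wells low, DMSO-plus-enzyme wells high control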
mIAP activ = increases mouse intestinal alkaline phosphatase activity; muIAP, CDP-Star luminescence, 30 min; hits give high values; 1 = vehicle-only enzyme signal, 0 = enzyme-free wells; activation factor at 10 µM; 330,000 tested, 0.24% active;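 active = activation factor of at least 2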; note: the source names both 10 and 20 µM as test concentration; values of inactives mirror those of a sister screen read the other way
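System: mouse IAP enzyme. Reagent: CDP-Star chemiluminescent phosphatase substrate. Benchmarks: DMSO wells, no-enzyme wells. Times: 30 min enzyme-substrate-compound incubation at room temperature. Detection: luminescence from enzymatic CDP-Star hydrolysis. Doses: test compounds delivered from DMSO solution.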
hIAP activ = human IAP activation; purified human IAP, CDP-Star luminescence, 30 min; hits give high values; 1 = vehicle-only enzyme, 0 = enzyme-free background; activation factor at 10 µM; 330,000 tested, 0.16% active; AID 2524;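 active = activation factor of the enzyme at least 2-fold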; note: the source names both 10 and 20 µM as test concentration; values of inactives mirror those of a sister screen read the other way
* hit, by the source's call.

(1) C=CCNC(=O)/C(=C/c1cccc([N+](=O)[O-])c1)NC(=O)c1ccccc1
(2) O=C(Nc1ncc(Cc2ccccc2Cl)s1)c1ccc(-c2cccc([N+](=O)[O-])c2)o1
(3) CCOC(=O)C1(C(F)(F)F)N=C(C(F)(F)F)Nc2cc(C)c(C)cc21 (stereo not given)
(4) O=C(CN1CCCCC1)N1CCN(c2ccccc2)CC1
(5) C/C(N)=C(/C#N)C(=O)CSc1nnc(NC(C)C)s1
(6) Fc1ccc2c(c1)C(c1cccnc1)=NNC(c1cccs1)=N2
(7) Cc1cccc(CCNC(=O)C2CCC(=O)N(Cc3ccccc3F)C2)n1 (stereo not given)
(8) O=c1c2ccccc2ncn1-c1ccccc1C(F)(F)F
(9) Cn1c(CNC(=O)CNC(=O)Cc2ccccc2)cc(=O)n(C)c1=O
(10) COC(=O)c1ccc(C2c3c(n[nH]c3C)C(=O)N2c2ccc(C)cc2)cc1 (stereo not given)

entry no.	1	2	3	4	5	6	7	8	9	10
APOBEC3A inh	-1	3	-1	0	36	1	-1	-5	-5	0
A3G deaminase	-5	0	-6	-8	21	-1	-3	-6	-10	0
beta cell repl	4	-2	0	-1	-2	0	-4	1	0	-4
mIAP inh	3	-3	-4	4	26	12	4	7	4	1
hIAP block	4	8	4	-5	18	2	2	20	29	-32
NALP3 yeast inh	17	4	-19	14	21	5	3	3	14	7
SENP1 FRET inh	0	0	-2	1	0	3	-2	-1	1	0
mIAP activ	0.97	1	1	0.96	0.74	0.88	0.95	0.93	0.96	0.99
hIAP activ	0.96	0.92	0.95	1.1	0.82	0.98	0.98	0.8	0.71	1.3

(11) Cc1c(C(=O)O)sc2nc(C)n(C)c(=O)c12
(12) CC(Sc1nnc(-c2ccccc2Br)o1)C(=O)N1CCOCC1 (stereo not given)
(13) O=[N+]([O-])c1cccc(-c2noc3c2-c2nc(Cc4cccc5ccccc45)sc2CC3)c1
(14) COc1cc(NC(=O)COC(=O)Cc2ccc(-c3ccccc3)cc2)cc(OC)c1
(15) Cc1ccc(-c2ccc(=O)n(Cc3ccc(F)cc3)n2)cc1
(16) O=C(COc1ccc(Cl)cc1)NCCCNC(=O)c1ccncc1
(17) CCc1cc(SC#N)cc(CC)c1NC(=O)CCl
(18) COC(=O)C1=C(C)Nc2c(c(=O)n(C)c(=O)n2C)C1c1cccnc1 (stereo not given)
(19) COc1ccccc1/C=C(/C(=O)OCC(=O)Nc1ccc(N(C)C)cc1)c1ccccc1
(20) NCCCC[C@@H]1NC(=O)[C@H](CCC(=O)O)NC(=O)c2cc([N+](=O)[O-])cc(I)c2SC[C@@H](C(=O)NCC(N)=O)NC1=O

entry no.	11	12	13	14	15	16	17	18	19	20
APOBEC3A inh	-1	-1	-1	2	0	-2	1	1	-1	3
A3G deaminase	11	-8	2	-7	-2	-7	-1	0	-6	-10
beta cell repl	-3	1	-2	0	-2	0	-6	1	0	0
mIAP inh	-17	7	8	-25	-3	5	0	2	3	-8
hIAP block	-25	8	-4	-6	-36	-2	-15	4	-10	-9
NALP3 yeast inh	1	4	-5	5	33	2	-4	-3	12	11
SENP1 FRET inh	3	3	1	1	-1	1	0	-9	2	-2
mIAP activ	1.2	0.93	0.92	1.3	1	0.95	1	0.98	0.97	1.1
hIAP activ	1.2	0.92	1	1.1	1.4	1	1.2	0.96	1.1	1.1

(21) CC1CCCC(NC(=O)COC(=O)COc2ccc(Br)cc2)C1C (stereo not given)
(22) CN(CC(=O)Nc1ccc(OC(F)(F)F)cc1)C(=O)Cc1ccc2c(c1)CCC2
(23) O=C(Nc1ccccc1N1CCOCC1)C1=NN(c2ccccc2)C(=O)CC1
(24) CC1C(Br)C(=O)NC(=O)N1Cc1ccccc1 (stereo not given)
(25) CCOC(=O)c1c(C)n(C)c2ccc(OCC(O)CN3CCCCCC3)cc12 (stereo not given)
(26) CCn1c(SCC(=O)N2CCCC(C)C2)nnc1-c1ccc(S(=O)(=O)N2CCN(C)CC2)cc1 (stereo not given)
(27) COc1ccc(NC(=O)Cn2nnc(C(=O)NCCc3ccc(OC)c(OC)c3)c2N)c(OC)c1
(28) CC(=O)Nc1ccc(CN2CCC(Oc3ccc(C(=O)N4CCCC4)cc3)CC2)cc1
(29) Cc1ccc(-c2noc(CCC(=O)NCC3CCN(Cc4cccc(C)c4)CC3)n2)cc1
(30) CC(=O)n1cc([C@@H]2C=C(C(=O)N3CCOCC3)O[C@H](OCc3ccc(CO)cc3)C2)c2ccccc21

entry no.	21	22	23	24	25	26	27	28	29	30
APOBEC3A inh	-5	5	3	-9	0	0	3	9	2	-1
A3G deaminase	-8	-2	-2	-3	-1	-1	-2	8	-8	-10
beta cell repl	-3	-7	-2	-2	-4	-1	4	-1	-4	1
mIAP inh	4	-3	-2	-12	-5	-4	-1	-5	-4	-4
hIAP block	-12	-2	4	0	-25	6	-37	25	-7	3
NALP3 yeast inh	18	22	20	5	23	-14	-11	15	12	2
SENP1 FRET inh	4	-2	3	1	2	0	0	-1	-2	3
mIAP activ	0.96	1	1	1.1	1	1	1	1	1	1
hIAP activ	1.1	1	0.96	1	1.2	0.94	1.4	0.75	1.1	0.97

Reprinted, nos. 24–27
(24) CC1C(Br)C(=O)NC(=O)N1Cc1ccccc1 (stereo not given)
(25) CCOC(=O)c1c(C)n(C)c2ccc(OCC(O)CN3CCCCCC3)cc12 (stereo not given)
(26) CCn1c(SCC(=O)N2CCCC(C)C2)nnc1-c1ccc(S(=O)(=O)N2CCN(C)CC2)cc1 (stereo not given)
(27) COc1ccc(NC(=O)Cn2nnc(C(=O)NCCc3ccc(OC)c(OC)c3)c2N)c(OC)c1

entry no.	24	25	26	27
APOBEC3A inh	-9	0	0	3
A3G deaminase	-3	-1	-1	-2
beta cell repl	-2	-4	-1	4
mIAP inh	-12	-5	-4	-1
hIAP block	0	-25	6	-37
NALP3 yeast inh	5	23	-14	-11
SENP1 FRET inh	1	2	0	0
mIAP activ	1.1	1	1	1
hIAP activ	1	1.2	0.94	1.4

Other records
(31) CNC(=O)c1[nH]cnc1C(=O)Nc1ccccc1
(32) O=C(CNC(=O)Cc1cccc2ccccc12)NCc1ccc(F)cc1
(33) Nc1cc(N)nc(SCCc2ccccc2)n1
(34) O=C(/C=C/c1c(F)cccc1Cl)NCCCN1CCOCC1
(35) NC(=O)C1CCN(c2ccc(C(F)(F)F)cn2)CC1
(36) COCCn1c(N)c(N(Cc2ccccc2)C(=O)C2CCCCC2)c(=O)[nH]c1=O
(37) COc1ccc(N(C)C(=O)c2cc3c(s2)-c2ccccc2S(=O)(=O)C3)cc1
(38) O=C1CCC(=O)N1CCCCCc1nc(-c2ccccc2)no1
(39) O=C(CCC1CCCC1)N1CCN(C(=O)c2cccnc2)CC1
(40) CCN(CC1COc2ccccc2O1)C(=S)NCCCN(C)C (stereo not given)

entry no.	31	32	33	34	35	36	37	38	39	40
APOBEC3A inh	-5	4	-3	0	0	3	6	-2	-3	-3
A3G deaminase	-9	7	1	-2	-4	-8	1	-6	-5	-9
beta cell repl	2	0	0	-2	-2	-4	-1	-2	2	-1
mIAP inh	11	-9	5	2	-3	1	3	15	9	-8
hIAP block	-40	-6	0	20	23	-12	-5	-28	6	-29
NALP3 yeast inh	29	11	8	-6	5	2	8	21	6	7
SENP1 FRET inh	0	0	2	-3	0	-1	3	-1	2	-1
mIAP activ	0.89	1.1	0.95	0.98	1	0.99	0.97	0.85	0.91	1.1
hIAP activ	1.4	1.1	1	0.8	0.77	1.1	1.1	1.3	0.94	1.3

(41) COC(=O)CN(c1ccccc1F)S(=O)(=O)c1ccccc1
(42) CCSc1nnc(NC(=O)c2cc(C)nc3ccccc23)s1
(43) CCCCN(C(=O)c1ccc(C)cc1)c1c(N)n(CCC)c(=O)[nH]c1=O
(44) COc1ccc(CCNC(=O)C2CCC(C(C)(C)C)CC2)cc1OC (stereo not given)
(45) O=C(NNc1c(F)c(F)cc(F)c1F)C1CCN(S(=O)(=O)c2ccccc2F)CC1
(46) O=C(O)/C=C/C(=O)Nc1ccc(OC(F)(F)F)cc1Br
(47) COc1cccc(C(=O)c2c[nH]c(C(=O)NCc3cccnc3)c2)c1
(48) O=C(CSc1nnc(SCc2ccccc2)s1)N/N=C/C=C/c1ccco1
(49) Cc1ccc(C(=O)C(C)OC(=O)Cc2c[nH]c3ccccc23)cc1 (stereo not given)
(50) COc1ccc(C(=O)N2CCOC2CNC(=O)C(=O)NCCc2ccc(OC)c(OC)c2)cc1 (stereo not given)

entry no.	41	42	43	44	45	46	47	48	49	50
APOBEC3A inh	1	2	-6	4	-1	-3	1	29	1	-1
A3G deaminase	1	0	-14	1	-7	-7	-1	23	-10	-6
beta cell repl	0	-2	-1	-4	-1	-1	1	-7	0	2
mIAP inh	10	14	12	-10	-9	7	5	34	-4	0
hIAP block	9	0	-7	-12	2	-34	-3	-3	-2	-7
NALP3 yeast inh	-20	21	11	-1	14	9	-4	9	19	16
SENP1 FRET inh	0	0	-2	-2	1	1	-2	-7	1	0
mIAP activ	0.91	0.86	0.88	1.1	1.1	0.93	0.95	0.66	1	1
hIAP activ	0.91	1	1.1	1.1	0.98	1.3	1	1	1	1.1

(51) CC(OC(=O)CN1C(=O)NC2(CCCCC2C)C1=O)c1ccccc1 (stereo not given)
(52) COc1cccc(OC)c1OCCNC(C)(C)C
(53) COc1cc(C(C)=O)ccc1OCCN1CCC(Cc2ccccc2)CC1
(54) COc1ccc(NC(=O)CN(C)CC(=O)Nc2ccc(N3CCOCC3)cc2)c([N+](=O)[O-])c1
(55) CC(C)(C)OC(=O)N1CCC[C@H]1c1nnc(SC/C=C/c2ccccc2)o1
(56) N/C(=N\OC(=O)c1cccc([N+](=O)[O-])c1)c1ccccn1
(57) O=C(Cc1cccs1)NC1CCCC1
(58) Cc1ccc2nc(-c3cccnc3)c(Nc3ccccc3C)n2c1
(59) COc1ccc(C2=NN(C(=O)CCC(=O)O)C(c3ccc([N+](=O)[O-])cc3)C2)cc1 (stereo not given)
(60) CS(=O)(=O)c1ccc(NC(=O)CCN2C(=O)NC3(CCCC3)C2=O)cc1
(61) CCn1c(SCC(=O)N2CCCc3ccccc32)nc2c1c(=O)n(C)c(=O)n2C

entry no.	51	52	53	54	55	56	57	58	59	60	61
APOBEC3A inh	-4	-2	4	0	-1	2	-1	-6	2	3	1
A3G deaminase	-7	-4	-7	-6	-4	-4	-8	-5	-1	-4	-3
beta cell repl	-1	-2	-3	-1	-4	-2	-1	0	-3	-3	5
mIAP inh	-3	4	9	-12	-1	0	1	-14	-4	-6	10
hIAP block	-2	-7	-15	-28	-15	-18	-7	-8	-35	8	14
NALP3 yeast inh	18	11	21	-16	12	19	11	-15	14	10	-6
SENP1 FRET inh	-2	2	2	1	1	2	4	-1	0	0	-2
mIAP activ	1	0.96	0.91	1.1	1	1	0.99	1.1	1	1.1	0.9
hIAP activ	1	1.1	1.2	1.3	1.1	1.2	1.1	1.1	1.3	0.93	0.86

Not all compounds are listed (hit frequency here may not be typical).
